Screening data: PubChem, Broad Institute
PGC1a acetyl inh – inhibitors of PGC1a acetylation signal, primary screen, cell-based, U2OS, AlphaScreen, inhibitor mode; AlphaScreen anti-acetyl-lysine; with virally co-expressed GCN5 acetyltransferase; inhibition, % at 15.6 µM; hit rate 0.17% among 350,000;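 active = every replicate shows inhibition of at least 40%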;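 note: 0% = neutral control wells and 100% = positive control wells; some results beyond the cut were filed as inactive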
PglD inh – C. jejuni PglD acetyltransferase inhibitors, primary screen, biochemical, DTNB colorimetric, single point; UDP-N-acetylbacillosamine N-acetyltransferase PglD (Campylobacter jejuni); purified PglD enzyme, DTNB colorimetric CoA detection; inhibition, % at 12.5 µM; hit rate 0.098% among 360,000; in the data active = inhibition above about 16%, passing the limit was not always enough; note: strong numbers were not always called active
RAD52 anneal inh – RAD52 DNA annealing inhibitors, primary screen, biochemical, FRET, single point, set 2; hit rate 0.46% among 360,000; DNA repair protein RAD52 homolog (Homo sapiens), P43351; AID 651710, 2012; recombinant RAD52 DNA annealing, FRET fluorescence; inhibition, % at 18.7 µM;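 active = every replicate showing at least 50% inhibition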
miR122 inh – miR-122 Renilla sensor signal increase in Huh7, primary screen, miR-122 inhibitor project, cell-based, single point, plate reader; activation (reporter increase), % at 12.5 µM; Huh7 miR-122 Renilla luciferase sensor, 48 h; neutral wells = 0, positive control = 100; hit rate 0.3% among 340,000;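 active = mean replicate activation score at least 90 and every replicate individually at or above 90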;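 note: higher luciferase means less miR-122 activity so hits act as miR-122 inhibitors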
E-selectin induc – E-selectin induction in HUVECs, primary screen, imaging, HUVEC, immunofluorescence imaging, single point. activation, % at 7.58 µM. P16581. AID 686992, 2013. normalized: neutral wells 0, TNF-alpha wells 100. hit rate 0.37% among 260,000;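 active = mean E-selectin-positive cell signal at least 10% of the positive control, reached in at least 60% of replicates, without over 20% cell loss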;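 note: in these data hits start at about 27%; measured in HUVEC primary endothelial cells; signal is the percent of cells scored E-selectin positive by PE staining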
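material = human umbilical vein endothelial cells (HUVEC), E-selectin induction | quantity = 3,000 cells/well | medium = EGM-2 growth medium on 0.1% gelatin-coated wells | technique = immunofluorescence imaging | read-out basis = % PE-positive cells | control set = TNF-alpha positive control, DMSO neutral control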
ERAP1 inh – human ERAP1 aminopeptidase inhibitors, primary screen, biochemical, single point, plate reader; Endoplasmic reticulum aminopeptidase 1 (Homo sapiens), Q9NZ08; recombinant ERAP1, Leu-AMC fluorescence, 60 min; inhibition, % at 10.7 µM; hit rate 0.15% among 340,000; AID 652197, 2013;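 active = mean replicate inhibition of at least 30%, or all replicates individually reaching that 30% level; inactive = mean below 30% and not every replicate reaching it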;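 note: 0% = neutral control wells and 100% = L-leucinethiol positive control wells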
Target sequence (Q9NZ08 whole entry, looked up): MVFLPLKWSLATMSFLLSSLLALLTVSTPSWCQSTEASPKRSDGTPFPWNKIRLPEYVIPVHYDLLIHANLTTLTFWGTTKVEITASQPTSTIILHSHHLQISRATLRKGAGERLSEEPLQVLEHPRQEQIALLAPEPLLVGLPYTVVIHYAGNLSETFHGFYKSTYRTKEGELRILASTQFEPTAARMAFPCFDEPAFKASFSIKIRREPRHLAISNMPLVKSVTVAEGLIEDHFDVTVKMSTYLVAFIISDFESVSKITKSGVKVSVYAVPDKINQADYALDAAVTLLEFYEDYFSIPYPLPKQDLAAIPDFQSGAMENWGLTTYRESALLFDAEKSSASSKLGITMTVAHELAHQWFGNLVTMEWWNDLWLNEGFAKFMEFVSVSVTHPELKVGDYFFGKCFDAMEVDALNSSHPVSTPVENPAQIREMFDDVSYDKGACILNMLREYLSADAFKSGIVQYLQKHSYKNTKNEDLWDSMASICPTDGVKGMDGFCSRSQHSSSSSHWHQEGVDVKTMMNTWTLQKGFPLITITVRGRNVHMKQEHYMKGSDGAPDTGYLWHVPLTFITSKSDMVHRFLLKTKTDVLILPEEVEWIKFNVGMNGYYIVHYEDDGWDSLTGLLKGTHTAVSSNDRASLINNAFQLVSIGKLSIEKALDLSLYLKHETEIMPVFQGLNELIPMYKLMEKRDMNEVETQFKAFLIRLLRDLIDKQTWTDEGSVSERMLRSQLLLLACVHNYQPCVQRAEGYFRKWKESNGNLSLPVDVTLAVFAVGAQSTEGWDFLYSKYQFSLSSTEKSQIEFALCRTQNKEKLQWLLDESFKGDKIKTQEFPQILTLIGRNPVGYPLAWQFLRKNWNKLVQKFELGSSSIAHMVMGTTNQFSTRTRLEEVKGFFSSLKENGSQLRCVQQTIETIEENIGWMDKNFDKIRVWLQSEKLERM
RAD54 branch – inhibitors of human RAD54 branch migration, primary screen, biochemical, fluorescence, single point; hit rate 0.14% among 360,000; inhibition, % at 10.4 µM; RAD54 Holliday junction branch migration, FAM/BHQ fluorescence;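 active = mean normalized replicate activity at least 40 and at least half of replicates scoring 40 or more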;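 note: 0% = median of neutral control wells and 100% = median of positive control wells; inhibitors cause a drop in the FAM fluorescence signal; in these data hits start at about 50%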
Cneo AK release – Cryptococcus neoformans cell lysis inducers, primary screen, AK release luminescence, single concentration; C. neoformans lysis, adenylate kinase release luminescence, 4 h; normalised: neutral wells 0, clomiphene wells 100; lysis activity, % at 15 µM; hit rate 0.2% among 360,000;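 active = mean lysis activity across replicates of at least 80%, whatever share of replicates individually reach that level; inactive = mean lysis activity below 80%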
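Assay system: C. neoformans cells. Amount: yeast cell density of 5 × 10^6 cells/mL. Technique: AK luminescence. Buffer or medium: YPD. Times: static 4 h at 37 °C with compound, 1 h detection. Dosing: single-point compound dose. Read-out: lysis from increased AK signal.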
Starred values were filed as active, the others as inactive; . = not tested or not shown; & = joins results of further samples; [ ] = dose if it differs, or a comment.

SMILES	PGC1a acetyl inh	PglD inh	RAD52 anneal inh	miR122 inh	E-selectin induc	ERAP1 inh	RAD54 branch	Cneo AK release
O=C(NC(=S)NCc1ccccc1)c1ccc(Br)cc1	5.9	6.9	-4.1	-3.8	.	-1.4	7.9	7.1
O=C(CCC(=O)N1CCSc2ccccc21)NCc1ccccc1	.	1.2	0.0	1.4	0.4	1.0	10.4	-0.8
COc1ccc(CNC(=O)C(c2ccncc2)N(C(=O)Cc2cccs2)c2cccnc2)cc1 (configuration not stated)	-12.3	-9.9	-31.8	-4.1	-0.2	-3.1	1.7	-0.7
COc1ccccc1-c1cccc([C@@H]2C[C@H]3[C@@H](CN2)CON3C)c1	5.8	2.2	-26.9	-3.4	-0.2	0.4	5.7	0.1
O=C(Nc1nc(-c2ccc(Cl)cc2)cs1)C1=COCCO1	.	0.3	-14.6	.	.	1.7	-6.1	-2.0
COCC(=O)NC[C@H]1[C@@H](c2ccc(C3=CCCC3)cc2)[C@H](CO)N1C(=O)C1CC1	1.9	3.1	-16.3	-33.3[16.7 µM]	-0.1	-0.4	1.1	-5.9
CN1CCN(c2ccc(S(=O)(=O)N3CCCCC3)cc2NC(=O)/C=C/c2ccc(Cl)c([N+](=O)[O-])c2)CC1	.	-3.4	4.7	.	-0.2	-1.1	-2.4	0.3
C[C@@H]1CN([C@@H](C)CO)S(=O)(=O)c2ccc(Br)cc2O[C@H]1CN(C)C(=O)Cc1cccnc1	-6.3&1.9	-2.7&4.2	-1.4&5.6	-6.8	-0.1&0.0	-1.9&1.2	-13.5&-16.6	0.7&44.7
O=C(Nc1cccc(C(F)(F)F)c1)c1scc2c1OCCO2	1.3	.	-12.2	.	-0.2	0.7	.	.
O=C(Nc1cccnc1)c1cc(-c2cc(Cl)ccc2O)n[nH]1	-1.1	.	-3.9	.	4.1	-2.3	.	.
Cc1cnc(C(=O)OCC(=O)c2ccc(F)c(F)c2)cn1	-5.3	0.0	-7.5	-4.1	2.5	-0.7	2.2	1.2
COc1ccc2nc(SCc3ccccc3)nc(C)c2c1	.	-3.9	-25.0	.	.	0.4	-1.8	-3.7
COc1ccc(S(=O)(=O)Nc2ccc3c(c2)CC(=O)N([C@@H](C)CO)C[C@@H](C)[C@H](CN(C)C(=O)Nc2cccc4ccccc24)O3)cc1	-6.8	.	-13.7	.	10.5	0.4	.	.
Cc1ccc(-c2nc3ccccc3o2)cc1NC(=S)NC(=O)c1cccs1	2.4	1.4	.	1.9	.	.	0.7	-2.6
C[C@@H]1CN([C@@H](C)CO)C(=O)c2cc(C#Cc3ccccc3F)cnc2O[C@H]1CN(C)S(=O)(=O)c1ccccc1	9.3	-0.2	-2.0	-6.1[16.7 µM]	0.1	0.2	-0.2	-3.0
Cc1cc(C)n(-c2nc(SCCN(C)C)c3c4c(sc3n2)COC(C)(C)C4)n1	-28.7	-2.6	-2.3	-48.6	.	3.7	17.8	1.3
COCCNC(=O)c1ccc2ccccc2n1	-6.2	5.3	.	32.9	.	.	4.5	-1.2
CCc1ccccc1N(CC(=O)NC(C)(C)C)C(=O)CCC(=O)Nc1ccccn1	-14.1	-2.5	-8.3	1.5	.	-2.0	3.2	0.3
COc1ccccc1NC(=O)CSc1nnc2ccccn12	-7.7	3.6	-16.0	.	-0.4	-3.2	-1.9	-2.2
COc1ccc2[nH]c3c(c2c1)CCN1C(=O)C(CC(=O)NCCCN(C)C)C[C@H](C(=O)N2CCCCC2)[C@@]31CCc1ccccc1 (some centres not stated)	1.3	5.7	24.4	-8.5	0.0	.	8.2	0.7
O=C(COc1ccc(Cl)cc1Cl)NN1C(=O)/C(=C\c2ccc(Cl)cc2)SC1=S	15.5	.	-0.5	-6.5	.	-3.8	.	.
COc1ccc(NC(=O)CN(C)C(=O)c2cn(-c3ccccc3)nc2-c2cccs2)cc1	-2.3	-3.7	-30.1	0.3	0.7	-2.1	-0.2	-0.8
Cc1ccc(SCc2nc(-c3ccccc3)no2)cc1	.	-0.5	.	-6.1	.	.	-10.9	1.7
COc1ccc(S(=O)(=O)CC(=O)Nc2nnc(C(F)(F)F)s2)cc1	.	-0.2	-8.0	1.5	0.0	1.4	-1.5	0.5
CCC(c1nnnn1-c1ccc(OC)cc1)N1CCN(C/C=C/c2ccccc2)CC1 (configuration not stated)	-14.7	8.9	-16.4	6.9	0.1	1.0	-6.0	-1.3
CCOCCCNC(=O)c1cn(C)c2ccc(S(=O)(=O)N3CCCC3)cc2c1=O	-12.4	-0.3	-7.8	-1.1	.	3.1	-5.8	2.5
COc1ccc(N2CCN(S(=O)(=O)CCNC(=O)C34CC5CC(CC(C5)C3)C4)CC2)cc1	10.8	-5.1	-2.5	-1.8	.	0.6	5.8	-2.4
O=C(CN1CCN(CN2C(=O)NC3(CCCCCC3)C2=O)CC1)Nc1cccc(F)c1	.	0.5	-24.9	.	.	-6.2	-3.0	0.4
C1=CC(c2cc3ccccc3o2)OC(CCc2ccccc2)C1 (configuration not stated)	-0.9	-2.6	-12.1	2.3	.	1.5	1.3	0.4
COc1cccc(-c2cnc3c(NC=O)cc(-c4cccc(NC(C)=O)c4)cn23)c1	-5.8	15.3	-43.7	1.4	-0.3	1.2	-12.2	-0.8

A different layout for 2 compounds above.
Screens in order: PGC1a acetyl inh | PglD inh | RAD52 anneal inh | miR122 inh | E-selectin induc | ERAP1 inh | RAD54 branch | Cneo AK release
CCC(c1nnnn1-c1ccc(OC)cc1)N1CCN(C/C=C/c2ccccc2)CC1 (configuration not stated)
 : -14.7 | 8.9 | -16.4 | 6.9 | 0.1 | 1.0 | -6.0 | -1.3
COc1ccc2nc(SCc3ccccc3)nc(C)c2c1
 : . | -3.9 | -25.0 | . | . | 0.4 | -1.8 | -3.7

(continued)
SMILES	PGC1a acetyl inh	PglD inh	RAD52 anneal inh	miR122 inh	E-selectin induc	ERAP1 inh	RAD54 branch	Cneo AK release
Cc1cccc(NC(=O)C2CCCN2C(=O)Oc2ccccc2)c1 (configuration not stated)	-3.6	-0.6	.	3.3	.	.	-9.1	-2.2
O=C(C[C@H]1CC[C@H](NC(=O)c2ccccn2)[C@H](CO)O1)NCc1cc(F)cc(F)c1	-0.1	4.1	-4.6	.	-0.2	2.4	4.8	62.7
CCOC1OC2C(CO)OC(n3cnc4c(N)ncnc43)C2O1 (configuration not stated)	0.2	-4.9	3.0	-7.3	0.1	-0.2	2.0	-1.6
C[C@@H]1CN([C@H](C)CO)C(=O)c2cc(/C=C/c3ccccc3)cnc2O[C@@H]1CN(C)C(=O)C1CCCCC1	0.4	-1.3	1.5	-2.3[16.7 µM]	0.0	0.4	6.0	3.6
NC(=O)CS(=O)(=O)c1ccc(Cl)cc1	11.2	.	-13.7	.	0.6	-6.8	.	.
CC1CC(C(F)(F)F)n2ncc(C(=O)O)c2N1 (configuration not stated)	6.0	-2.9	.	-1.3	.	.	-5.8	-4.0
O=C(OCC(=O)N1CCN(S(=O)(=O)c2ccc(Cl)cc2)CC1)c1cc(Br)ccc1O	.	7.0	-12.9	.	-0.1	-0.3	-3.2	3.8
CCCOc1ccc([C@@H]2C3CN(C(=O)OCC)CC=C3C(C#N)=C(N)C2(C#N)C#N)cc1OC (some centres not stated)	13.2	.	-97.0	4.8	.	4.3	.	.
COc1ccc(-c2nnn(CC(=O)NCc3cccs3)n2)cc1OC	1.0	-0.9	.	-1.0	-0.4	.	6.7	0.4
CO[C@@H]1CN(C)C(=O)c2cc(NC(=O)c3ccc(F)cc3)ccc2OC[C@@H](C)N(C(C)=O)C[C@@H]1C	0.4	-1.4	-0.7	-1.2[16.7 µM]	0.9	-2.9	3.0	-0.7
COc1ccc(OC)c(NC(=S)NN2CCN(C)CC2)c1	8.6	-0.2	.	4.3	.	.	-2.5	2.1
O=C(COc1ccccc1)Nc1cccc(-c2nnc(-c3ccccc3)o2)c1	-5.8	1.8	.	1.2	.	.	-0.6	-1.5
COc1ccc(C)cc1NC(=O)C1CC(=O)N(CCc2ccc(F)cc2)C1 (configuration not stated)	12.7	-0.6	-28.6	-3.0	.	-15.4	0.4	-0.3
CCC(=O)c1cn([C@H](CCC(OC)OC)CC(=O)OC(C)(C)C)cc1CC	3.7	1.1	0.6	-2.8	0.0	-1.7	-16.5	1.1
C[C@@H]1CCCCO[C@H](CN(C)C(=O)CCCN(C)C)[C@@H](C)CN([C@H](C)CO)C(=O)c2cc(NC(=O)Nc3ccc(C(F)(F)F)cc3)ccc2O1	-9.2	-4.9	.	-3.1[16.7 µM]	-0.1	.	10.9	-2.3
O=C(CCN1CCCCC1)N[C@H]1CC[C@H](CCNS(=O)(=O)c2ccccc2)O[C@@H]1CO	3.5	0.6	-9.6	-5.7[16.7 µM]	-1.3	-0.6	2.8	24.0
O=C(O)c1cc(NCc2ccc(F)cc2)ccc1N1CCOCC1	-5.0	9.6	.	-4.7	.	.	8.7	0.6
CCc1cc2c(NC(Cc3ccccc3)C(=O)O)ncnc2s1 (configuration not stated)	8.9	-4.5	-3.3	3.1	0.0	0.3	-13.9	3.6
c1cc2nncn2nc1N1CCCC1	-18.9	0.0	.	-9.8	.	.	0.9	4.3
CO[C@@H]1CN(C)C(=O)c2cc(NC(=O)C3CC3)ccc2OC[C@H](C)NC[C@H]1C	-22.3	0.2	-10.6	.	0.0	-5.9	2.4	-13.0
CCC(C)NC(=O)c1ccc(N2CC3CC(C2)c2cccc(=O)n2C3)c(NC(=O)c2c(F)cccc2F)c1 (configuration not stated)	.	2.8	-4.5	3.5	.	-3.5	-2.4	0.0
CC(C)NC(=O)Nc1cccc2c1O[C@H](CN(C)S(=O)(=O)c1ccccc1)[C@@H](C)CN([C@H](C)CO)C2=O	-4.8	-0.7&-83.1	5.7	9.6[16.7 µM]	-0.1&0.1	1.6	-6.8&-2.6	1.0&3.1
CCCN(C(=S)Nc1ccccc1)C1CCS(=O)(=O)C1 (configuration not stated)	-6.0	-1.5	.	-4.9	.	.	3.9	0.8
O=C(COC(=O)CCSc1ccc(F)cc1)NCc1ccc(F)cc1	-5.9	2.5	-16.1	-6.4	-1.0	-0.3	-0.5	0.0
CC(Oc1ccccc1)c1ccnc2nc(/N=C/N(C)C)nn12 (configuration not stated)	.	0.1	.	-13.2	.	.	-2.8	-2.0
COc1ccc(S(=O)(=O)NCc2cc(=O)n(C)c(=O)n2C)cc1C	6.7	-4.4	-18.0	-3.0	.	0.9	-9.3	-0.1
C[C@H]1CN([C@@H](C)CO)C(=O)c2cc(NS(=O)(=O)c3cn(C)cn3)ccc2O[C@@H]1CN(C)C(=O)Nc1ccccc1	-0.6	-2.5	2.2	0.7[16.7 µM]	-0.2	-4.1	-0.4	-0.9
COc1ccc(-c2[nH]ncc2CN(C)CCc2c(C)n[nH]c2C)c(F)c1	.	-7.2	-3.6	-13.9	.	-1.5	-2.2	0.7

Single records, from the list above. Values in the order: PGC1a acetyl inh, PglD inh, RAD52 anneal inh, miR122 inh, E-selectin induc, ERAP1 inh, RAD54 branch, Cneo AK release
Shown for CCCN(C(=S)Nc1ccccc1)C1CCS(=O)(=O)C1 (configuration not stated) → -6.0, -1.5, ., -4.9, ., ., 3.9, 0.8
Shown for C1=CC(c2cc3ccccc3o2)OC(CCc2ccccc2)C1 (configuration not stated) → -0.9, -2.6, -12.1, 2.3, ., 1.5, 1.3, 0.4
Shown for CCc1cc2c(NC(Cc3ccccc3)C(=O)O)ncnc2s1 (configuration not stated) → 8.9, -4.5, -3.3, 3.1, 0.0, 0.3, -13.9, 3.6
